KCNQ2 block: KCNQ2 potassium channel inhibitors, primary screen, cell-based, CHO-K1, FluxOR thallium flux, B-score (AID 2156). O88943. 20 min; stronger effect = lower value. B-score at 10 µM. 1.1% of 310,000 active;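 active means fluorescence ratio B-score at most minus 3 library SDs, with starting brightness B-score within 2 library SDs, cut at about -5.5 in these data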
CHT inh: inhibits the human high affinity choline transporter | Q9GZV3 | B-score at 10 µM | 0.86% of 310,000 active | CHT-expressing cells, membrane potential dye, choline response; stronger effect = lower value;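 active means B-score over 3 SD under the library average, and starting fluorescence ratio not unusually high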;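 further: choline stimulus applied at its EC90 after an EC20 pre-addition; B-score computed on integrated fluorescence ratio after choline addition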
Target sequence (Q9GZV3 whole entry, looked up): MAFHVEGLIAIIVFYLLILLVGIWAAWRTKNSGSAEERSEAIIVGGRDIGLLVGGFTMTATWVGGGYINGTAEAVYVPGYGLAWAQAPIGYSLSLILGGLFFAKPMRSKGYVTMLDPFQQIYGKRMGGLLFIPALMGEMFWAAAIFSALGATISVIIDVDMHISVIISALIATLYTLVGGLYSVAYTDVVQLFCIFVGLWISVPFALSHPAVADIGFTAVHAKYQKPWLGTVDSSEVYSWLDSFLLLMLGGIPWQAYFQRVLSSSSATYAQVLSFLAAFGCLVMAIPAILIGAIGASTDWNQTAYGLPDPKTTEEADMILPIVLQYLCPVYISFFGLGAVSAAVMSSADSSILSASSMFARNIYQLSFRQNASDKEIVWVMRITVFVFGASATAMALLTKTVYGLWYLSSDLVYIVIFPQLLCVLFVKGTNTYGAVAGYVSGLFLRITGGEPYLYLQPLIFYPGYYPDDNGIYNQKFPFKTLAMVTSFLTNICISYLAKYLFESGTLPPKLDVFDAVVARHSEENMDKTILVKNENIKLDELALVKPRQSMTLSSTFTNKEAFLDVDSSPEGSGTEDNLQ
The depositor's hits bear a star; i = inactive; x = not tested or not shown.

Below each compound: KCNQ2 block	CHT inh
COc1ccc(Cl)cc1S(=O)(=O)N1CCN(c2ccc(F)cc2)CC1
  i	i
COc1ccc(OCC(=O)NCCNC(=O)c2ccccn2)cc1
  i	i
COc1cc(NC(=O)c2ccc(NS(=O)(=O)c3c(C)noc3C)cc2)cc(OC)c1
  i	i
COc1ccc(NC(=O)C(OC(=O)c2cnccn2)c2ccccc2)cc1Cl (stereo not given)
  i	i
C=CCNC(=O)c1ccc(CSc2nc3ccccc3s2)cc1
  i	i
CCOC(=O)C(NC(=O)c1ccc(Cl)cc1Cl)(Nc1ccc(C)cc1)C(F)(F)F (stereo not given)
  -8.5*	i
O=C(Nc1ccc(Cc2ccncc2)cc1)c1ccc(Cl)c([N+](=O)[O-])c1
  i	i
COc1ccc(NC(=O)c2ccc(C)cc2)c(OC)c1
  i	i
CN(C)c1nc(N/N=C/c2ccccc2O)nc(Nc2ccc(F)cc2)n1
  i	i
CCOc1cc(C2c3c(n[nH]c3C)C(=O)N2c2ccc(Br)cc2)ccc1O (stereo not given)
  i	i
CN(CC(=O)Nc1ccc(OC(F)(F)F)cc1)C1CCCCC1
  i	i
COP(=O)(/C=C/c1ccccc1)C(O)c1ccc(F)cc1 (stereo not given)
  i	i
O=C(Nc1sc2c(c1C(=O)O)CCCCC2)c1ccccc1F
  i	i
O=c1c(-c2ccccc2)c(O)nc2ccccn12
  i	i
CC(=O)N1CCC(C(=O)NCCOc2cccc(C)c2)CC1
  i	i

(cont.)
Below each compound: KCNQ2 block	CHT inh
CNNC(=S)Nc1cccc(C(F)(F)F)c1
  i	i
O=c1[nH]c2cc3c(cc2cc1CN(CC1CCCO1)S(=O)(=O)c1ccc(Cl)cc1)OCCO3 (stereo not given)
  i	i
O=C1C(Cl)=C(Nc2ccccc2O)C(=O)N1c1ccccc1
  i	i
Cc1ccoc1C(=O)Nc1cccc(Oc2ccccc2)c1
  x	i
COc1ccccc1N1CCN(C(=O)Cc2cccs2)CC1
  i	i
CN(CCC1CCCCO1)C(=O)c1cc(COc2ccc(F)cc2F)on1 (stereo not given)
  i	i
c1ccc(SCc2nc(-c3cccnc3)no2)cc1
  i	i
COc1ccccc1OCCn1c(SCC(=O)O)nc2ccccc21
  i	i
Cc1cc(C)c(S(=O)(=O)NCc2ccc3c(c2)cc(C)n3C)c(C)c1
  i	i
Cc1c(C)c2c(OCC(=O)NCC(=O)NCC(=O)O)cc3c(c2oc1=O)CCC(C)(C)O3
  i	i
Cc1ccc(C2CC(=O)C(C=NCCN3CCN(C(=S)Nc4ccc(F)cc4)CC3)=C(O)C2)cc1 (stereo not given)
  i	i
CCC1(C)CC(CC(=O)O)(c2ccccc2OC)CCO1 (stereo not given)
  i	i
C#CCOCCOCCOCCNc1nc(N2CCN(C(=O)[C@H](CCC(=O)O)n3cc(C(N)Cc4ccc(O)cc4)nn3)CC2)nc(N2CCN(C(=O)[C@H](Cc3cc4ccccc4[nH]3)n3cc(C(N)[C@H](C)CC)nn3)CC2)n1 (stereo not given in full)
  i	i
c1cncc(-c2nc(N3CCOCC3)c3ccccc3n2)c1
  i	i
COc1cc2c(c(OC)c1OC)-c1ccc(NC(=O)c3ccc(F)cc3)c(=O)cc1[C@@H](NC(C)=O)CC2
  i	i

Further structures follow:
Below each compound: KCNQ2 block	CHT inh
Cc1ccc(NC(=O)c2ccc(NC(=O)c3ccccc3)cc2)cc1C
  i	i
Cc1nc(CCNC(=O)Cc2ccccc2)cs1
  i	i
C=CCn1c(=N)n(CC(=O)c2ccc(Br)cc2)c2ccccc21
  i	i
CCOc1ccc(S(=O)(=O)Nc2cccc(C(=O)NCC(c3ccccc3)N(C)C)c2)cc1 (stereo not given)
  i	-7.6*
Cc1cccnc1NC(=O)Cn1nc(-c2ccccc2)oc1=S
  i	i
CC1CC(C)CN(C(=O)c2ccc(S(=O)(=O)N3CC(C)CC(C)C3)cc2)C1 (stereo not given)
  i	i
COc1ccc(-c2nc(N)ncc2-c2ccccc2OC)c(O)c1
  i	i
CCN(CC(=O)Nc1c(F)cccc1F)C(=O)/C=C/c1ccc(Br)s1
  i	i
O=C(CSc1nnc(-c2ccncc2)n1Cc1ccco1)Nc1nccs1
  i	i
Cc1cccc2c(C(=O)O)c3cccc(C)c3nc12
  i	i
CCOC(=O)N1CCC(NC(=O)c2ccc3c(c2)N=C(C)c2ccccc2S3)CC1
  i	i
C/C(=N/NC(=O)c1cc(C)[nH]n1)c1ccncc1
  i	i
COc1ccccc1/C=C/C(=O)c1ccc(Cl)cc1
  i	i
COc1c(CC=C(C)C)cc(C2CC(=O)c3c(O)cc(O)cc3O2)cc1CC=C(C)C (stereo not given)
  -5.6*	i
COc1ccccc1N1CCN(C(=O)c2ccc3nc[nH]c3c2)CC1
  i	i

Brought forward from above: four compounds, then new ones.
Below each compound: KCNQ2 block	CHT inh
C/C(=N/NC(=O)c1cc(C)[nH]n1)c1ccncc1
  i	i
COc1ccccc1/C=C/C(=O)c1ccc(Cl)cc1
  i	i
COc1c(CC=C(C)C)cc(C2CC(=O)c3c(O)cc(O)cc3O2)cc1CC=C(C)C (stereo not given)
  -5.6*	i
COc1ccccc1N1CCN(C(=O)c2ccc3nc[nH]c3c2)CC1
  i	i
O=C(CSc1nncc2ccccc12)Nc1cccc(O)c1
  i	i
CN1CCN(S(=O)(=O)c2ccc(Nc3ccc(F)cc3)c([N+](=O)[O-])c2)CC1
  i	i
COc1ccccc1CNC(=O)CSc1cc(=O)n(C)c2ccccc12
  i	i
COc1cccc2sc(Nc3nc(C)c(C(C)=O)s3)nc12
  i	i
O=C1CC[C@@H](CN(Cc2ccccn2)Cc2nc(Cc3cccc(C(F)(F)F)c3)no2)N1
  i	i
COc1ccc(C(c2nnnn2C2CCCCC2)N2CCN(C)CC2)c(OC)c1 (stereo not given)
  i	i
O=C(N=C1c2ccccc2CN1c1ccccc1)c1cccc([N+](=O)[O-])c1
  i	i
CC(C)(C)NC(=O)c1ccc2c3c(cccc13)CC2
  i	i
Clc1ccc(-c2csc(-c3ccncc3)n2)cc1
  i	i
Clc1ccc(CN2CCc3c([nH]c4ccccc34)C2)cc1Cl
  i	i
COc1ccc(C(=O)Nc2cc(Cl)cc(Cl)c2)c(OC)n1
  i	i
O=C(NNC(=O)c1ccc2c(c1)OCO2)NC1CCCCC1
  i	i
CCN(CC(=O)Nc1cc(C)c(Cl)cc1OC)CC(=O)NC1CCS(=O)(=O)C1 (stereo not given)
  i	i
CC(C)C(NC(=O)c1ccc(C(C)(C)C)cc1)C(=O)NCC1(N(C)C)CCCCC1 (stereo not given)
  i	i
O=C(CSc1nnc(-c2ccc(F)cc2)o1)N1CCCCC1
  i	i

Six entries from above, bar-delimited.
Molecule | KCNQ2 block | CHT inh
CC(C)C(NC(=O)c1ccc(C(C)(C)C)cc1)C(=O)NCC1(N(C)C)CCCCC1 (stereo not given) | i | i
O=C(Nc1sc2c(c1C(=O)O)CCCCC2)c1ccccc1F | i | i
CCC1(C)CC(CC(=O)O)(c2ccccc2OC)CCO1 (stereo not given) | i | i
CC(=O)N1CCC(C(=O)NCCOc2cccc(C)c2)CC1 | i | i
CCOc1cc(C2c3c(n[nH]c3C)C(=O)N2c2ccc(Br)cc2)ccc1O (stereo not given) | i | i
Clc1ccc(-c2csc(-c3ccncc3)n2)cc1 | i | i

Further entries:
Below each compound: KCNQ2 block	CHT inh
CCCN1C(=O)C(O)(CC(=O)c2ccc3c(c2)OCCO3)c2ccccc21 (stereo not given)
  i	i
O=c1cc(Cn2ccnc2)c2cc3c(cc2o1)CCC3
  i	i
COc1ccc(-n2c(SC)nc3sc4c(c3c2=O)CCN(C)C4)cc1
  i	x
COCCCNC(=O)C(=O)N/N=C/c1cc2c(cc1Br)OCO2
  i	i
CCOc1ccc(NC(=S)N2CCC(c3nc4ccccc4[nH]3)CC2)cc1
  i	i
CC(C)(C)c1cn(-c2ccc(Cl)cc2)c(=S)[nH]1
  i	i
O=C(Nc1ccc(O)c2c(=O)cc(-c3ccccc3Cl)oc12)c1ccc(Cl)cc1Cl
  i	i
COc1ccc(CCNC(=O)c2cnn3ccccc23)c(OC)c1OC
  i	i
C=CCn1c(C)cc(C(=O)CSc2nc3ccccc3o2)c1C
  i	i
CCN1CCc2c(sc(N)c2C(N)=O)C1
  i	i
O=C1NC[C@H](c2ccccc2)N(CCc2cccc(F)c2)C1=O
  i	i
CC(=O)Nc1ccc(C(=O)N/C(=C/c2ccccc2)C(=O)NCc2ccco2)cc1
  i	i
N#C/C(=C/c1cccc([N+](=O)[O-])c1)C(=O)Nc1ccccc1O
  i	i
Cc1ccc(OCc2nnc(SCC(=O)Nc3ccc(N4CCOCC4)cc3)o2)cc1
  i	i
COc1ccc(/C=C(\C#N)c2nc3ccccc3[nH]2)cc1O
  i	x

(list continues)
Below each compound: KCNQ2 block	CHT inh
CC(=O)Nn1c(-c2ccccc2)cc2ccccc21
  i	i
CCOc1ccccc1N1C(=O)CC(Nc2ccc(N3CCOCC3)cc2)C1=O (stereo not given)
  i	i
Cc1cccc(N2C(=S)NC3c4ccccc4OC2(C)C3C(=O)N(C)C)c1 (stereo not given)
  i	i
O=C(NN=C1CCCCCCC1)c1ccc2ccccc2n1
  i	i
COc1ccc(C2/C=C\CN(S(=O)(=O)c3cccc4cccnc34)CC(=O)N2Cc2ccc(F)cc2)cc1 (stereo not given)
  i	i
CCCCn1nc2cc(C(=O)N(CC)c3ccc(OC)cc3)ccc2c1OCC
  i	i
O=C1c2ccccc2C(=O)C1c1ccccc1F
  i	i
Cc1nc(SCC(=O)NCc2ccc3c(c2)OCO3)c(C#N)c2c1CCCC2
  i	i
O=S(=O)(Nc1nc(-c2sccc2Cl)cs1)c1cc(Cl)ccc1Cl
  i	i
Cc1ccc(N2CCN(S(=O)(=O)c3c(C)nc4scc(C)n4c3=O)CC2)c(C)c1
  i	i
COc1ccc(/C=C/c2cccc[n+]2C)c(O)c1
  i	i
CC1CC(NC(=O)c2cnc3n(c2=O)CCS3)CC(C)(C)C1 (stereo not given)
  i	i
Cn1cccc1/C=N/NC(=O)C(O)c1ccccc1 (stereo not given)
  i	i
Cc1cnc(C(=O)OCC(=O)Nc2cc(S(=O)(=O)N3CCCCC3)ccc2Cl)cn1
  i	i
C=CCn1c(N2CCCCCC2)nc2c1c(=O)[nH]c(=O)n2C
  i	i

Following part:
Below each compound: KCNQ2 block	CHT inh
Cc1ccccc1C(=O)N1CCN(c2ccc(NC(=O)c3ccc4c(c3)OCCO4)cc2)CC1
  i	i
C(#Cc1ccc(C#CCN2CCCC2)cc1)CN1CCCC1
  i	x
Cc1ccc(S(=O)(=O)N2CCCCC2)cc1C(=O)NC1CCCCC1
  i	i
CC(CCc1ccccc1)N1CCN(Cc2ccccc2)CC1 (stereo not given)
  i	i
c1ccc(-c2nnc(N3CCOCC3)nc2-c2ccccc2)cc1
  i	i
CSCc1cc(N(C)c2ccccc2)nc(-c2ccccc2)n1
  i	i
CNC(=S)N(CCc1ccc(OC)c(OC)c1)C1CC(=O)N(c2ccccc2)C1=O (stereo not given)
  i	i
Cc1ccc(/C=N\NC(=O)Cn2c(C)nc3ccccc32)o1
  i	i
O=C(c1cc(-c2ccc(F)cc2)no1)N1CCN(Cc2ccc3c(c2)OCO3)CC1
  i	i
CC(=O)c1c(C)[nH]c(C(=O)OCC(=O)Nc2ccc(Cl)c(S(=O)(=O)N(C)C)c2)c1C
  i	i
Cc1ccc(C)c(Nc2nc3nonc3nc2N2CCOCC2)c1
  i	i
Cc1onc(C(=O)N2CCN(C(c3ccccc3)c3ccccc3)CC2)c1[N+](=O)[O-]
  i	i
CCC(NS(=O)(=O)c1ccc(C)cc1)C(=O)N1CCOCCOCCOCCOCC1 (stereo not given)
  i	i
O=c1c2[nH]c3ccccc3c2ncn1Cc1ccco1
  i	i
COc1ccc(C2CC(c3ccc([N+](=O)[O-])cc3)=NN2C(C)=O)cc1 (stereo not given)
  i	i

Additional results follow:
Below each compound: KCNQ2 block	CHT inh
COc1ccc(CNc2ccc([N+](=O)[O-])cc2C)cc1
  i	i
S=c1[nH]nc(C2CCCCC2)n1/N=C/c1ccccn1
  i	i
O=C1CC(Cc2ccccc2)C(=O)N1c1ccc(Cl)cn1 (stereo not given)
  i	i
Cc1cc(C)c(S(=O)(=O)N2CCOC2CNC(=O)C(=O)NCCCN2CCCC2=O)c(C)c1 (stereo not given)
  i	i
COc1ccc(NC(=O)CCC(=O)c2cccs2)c(OC)c1
  i	i
O=C(CNS(=O)(=O)c1ccc(C(=O)N2CCOCC2)cc1)N1CCOCC1
  i	i
CC(=O)c1ccc[n+](CC(=O)NC(C)c2ccccc2)c1 (stereo not given)
  i	i
COc1ccc(CC(=O)OCc2cc3ccccc3[nH]c2=O)cc1
  i	i
CC(C)(C)NS(=O)(=O)c1ccc(NC(=O)NC2CCCCC2)cc1
  i	i
O=C(NN1C(=O)c2ccccc2NC1c1ccco1)c1ccc([N+](=O)[O-])cc1 (stereo not given)
  i	i
CCOC(=O)c1ccc(N2C(=O)CC(C(=O)OC)=C2C)cc1
  i	i
CS(=O)(=O)Nc1nc2ccccc2[nH]1
  i	i
CCc1ccc(NC(=O)c2ccc(NC3=NC4CS(=O)(=O)CC4S3)cc2)cc1 (stereo not given)
  i	i
CC1CCC(C(C)C)C(=O)/C1=C\c1ccc(NC(=O)CCC(=O)O)cc1 (stereo not given)
  i	i
COc1ccccc1-c1nnc2sc(COc3ccccc3)nn12
  i	i
CCCn1c(CNS(=O)(=O)c2ccc(C)cc2)nc2ccccc21
  i	i
Cc1c(OCC(=O)NC2CC(C)(C)NC(C)(C)C2)ccc2c3c(c(=O)oc12)CCC3
  i	i
Cc1cc(C)n(Cc2ccc(C(=O)NCc3ccco3)o2)n1
  i	i
